Bioassay records from PubChem.
EWS-Fli inh: EWS/Fli-driven NR0B1 reporter inhibitors, primary screen, A673 cells, NR0B1 luciferase, luminescence, MLPCN library | viability-normalised | inhibition, % at 12.6 µM | actives 0.67% (n = 350,000) | AID 651661, 2012;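 active means mean inhibition of at least 50% after viability correction, with every replicate also passing that limit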;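 further: firefly luciferase signal divided by Alamar Blue viability fluorescence both relative to DMSO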
RAD54 inh: inhibitors of human RAD54 branch migration, primary screen, biochemical, fluorescence, single point; RAD54 Holliday junction branch migration, FAM/BHQ fluorescence; actives 0.14% (n = 360,000); inhibition, % at 10.4 µM; AID 602329, 2012; DNA repair and recombination protein RAD54-like (Homo sapiens), Q92698;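 active means mean normalized replicate activity at least 40 and at least half of replicates scoring 40 or more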;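 further: 0% = median of neutral control wells and 100% = median of positive control wells; inhibitors cause a drop in the FAM fluorescence signal; in these data hits start at about 50%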
esBAF inh: Bmi1 luciferase reporter increase in mESCs, primary screen, esBAF inhibitor project, mouse ES cells, Bmi1 luciferase knock-in, single point; reporter increase, % at 12.5 µM; actives 2% (n = 350,000); 24 h; 100% = twice the neutral-well signal; in the data active means activation above about 40%;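 further: 0% = median of the plate's neutral control wells and 100% = double that signal; a rise in the Bmi1 reporter signal indicates esBAF inhibition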
FN deposition inh: inhibitors of fibronectin matrix deposition, primary screen, AH1F cells, Alexa488-fibronectin fluorescence, plate reader | AH1F fibroblasts, overnight | inhibition, % at 12.6 µM | actives 0.086% (n = 350,000) | AID 743247, 2014;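 active means mean inhibition across replicates of 30% or more, regardless of how many single replicates reach that level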;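 further: positive control wells lacked labelled fibronectin entirely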
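Material – AH1F fibroblast monolayer, labelled fibronectin deposition · Reagent – labelled fibronectin 24 nM · Timing – 1 h adhesion, overnight exposure · Measured by – fluorescence at 485 nm excitation, 525 nm emission · Read-out – inhibition of fibronectin deposition signal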
S100A4 inh HTS: inhibitors of S100A4-myosin IIA peptide binding, primary screen, biochemical, fluorescence polarization, TAMRA-MyoIIA peptide. inhibition, % at 10.7 µM. actives 0.14% (n = 360,000). AID 652163, 2013;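 active means mean inhibition of at least 70% across replicates, with every replicate also reaching that level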
Target sequence (P26447 whole entry, looked up): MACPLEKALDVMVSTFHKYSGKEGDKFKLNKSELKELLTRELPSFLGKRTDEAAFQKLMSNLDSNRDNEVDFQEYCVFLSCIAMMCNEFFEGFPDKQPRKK
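Material: S100A4 monomer protein / Buffer or medium: 50 mM HEPES pH 7.2, 10 mM CaCl2, 100 mM KCl / Times: 5 min incubation before reading / Benchmarks: neutral control DMSO, positive control TFP / Reagent: labelled myosin peptide probe, 5 nM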
E-selectin induc: E-selectin induction in HUVECs, primary screen, imaging, HUVEC, immunofluorescence imaging, single point; activation, % at 7.58 µM; actives 0.37% (n = 260,000); normalized: neutral wells 0, TNF-alpha wells 100; AID 686992, 2013;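 active means mean E-selectin-positive cell signal at least 10% of the positive control, reached in at least 60% of replicates, without over 20% cell loss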;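 further: in these data hits start at about 27%; measured in HUVEC primary endothelial cells; signal is the percent of cells scored E-selectin positive by PE staining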
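Assay system: HUVEC primary endothelial cells. Input: 3,000 HUVEC seeded per well. Doses: one compound dose added by pin transfer. Read-out basis: % PE-positive cells. Benchmarks: TNF-alpha high, DMSO low. Detection: immunofluorescence imaging. Buffer or medium: EGM-2, gelatin.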
RAD52 anneal inh: RAD52 DNA annealing inhibitors, primary screen, biochemical, FRET, single point, set 2 | inhibition, % at 18.7 µM | DNA repair protein RAD52 homolog (Homo sapiens), P43351 | actives 0.46% (n = 360,000) | recombinant RAD52 DNA annealing, FRET fluorescence;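 active means every replicate showing at least 50% inhibition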
Target sequence (P43351 whole entry, looked up): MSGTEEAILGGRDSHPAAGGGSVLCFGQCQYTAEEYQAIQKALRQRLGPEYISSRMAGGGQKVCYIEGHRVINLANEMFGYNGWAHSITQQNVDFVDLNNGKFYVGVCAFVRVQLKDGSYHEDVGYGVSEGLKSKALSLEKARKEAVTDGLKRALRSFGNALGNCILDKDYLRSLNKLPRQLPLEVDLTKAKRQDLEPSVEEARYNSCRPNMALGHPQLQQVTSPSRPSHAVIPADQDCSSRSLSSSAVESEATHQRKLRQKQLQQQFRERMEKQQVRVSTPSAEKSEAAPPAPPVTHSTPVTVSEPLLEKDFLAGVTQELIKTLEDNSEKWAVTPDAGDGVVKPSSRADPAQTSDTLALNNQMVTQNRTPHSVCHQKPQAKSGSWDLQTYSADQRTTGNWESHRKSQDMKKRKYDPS
Xi reactivation: activators of inactive X chromosome reactivation, primary screen, imaging, XiGFP fibroblasts, GFP high-content imaging, set 2 | XiGFP mouse fibroblasts, % GFP-positive cells imaging, 3 d; cells co-treated with 5-aza-dC sensitizer; scaled so ellipticine positive control = 100% | activation, % at 7.58 µM | actives 0.055% (n = 360,000) | AID 743238, 2013;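 active means mean normalized replicate activation at least 10% and every replicate at or above 10%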;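 further: 0% = median of on-plate neutral control wells and 100% = ellipticine 6 µM median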
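material = 68-5-11 XiGFP fibroblast line | medium = DMEM plus 5-aza-dC sensitizer | schedule = 3 days compound exposure | benchmarks = positive control ellipticine, 6 µM final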
The depositor's hits bear a star. This is a random part of the collection (roughly 3% active in at least one column).

For CC(=O)N1[C@@H]2Cn3c(ccc(C4=CCCCC4)c3=O)[C@H]1[C@@H](C(=O)NCc1cc(F)cc(F)c1)[C@@H]2CO the results were EWS-Fli inh -1.7, RAD54 inh -12.0, esBAF inh 1.0, S100A4 inh HTS 3.0, E-selectin induc 0.2, RAD52 anneal inh 0.1 and Xi reactivation 0.0.
For C[C@@H]1CCCCO[C@@H](CN(C)C(=O)Nc2ccc3c(c2)OCO3)[C@H](C)CN([C@@H](C)CO)C(=O)c2cc(NC(=O)Nc3cccc4ccccc34)ccc2O1 the results were EWS-Fli inh 3.1, RAD54 inh 3.5, esBAF inh 2.8, FN deposition inh -12.7, S100A4 inh HTS -11.4, E-selectin induc -0.4, RAD52 anneal inh 15.4 and Xi reactivation 0.2.
Screening Cc1c(Cl)cccc1NC(=O)c1ccccc1-c1ccccc1C(=O)O returned EWS-Fli inh 7.2, RAD54 inh -5.7, esBAF inh 1.4, FN deposition inh 2.3, S100A4 inh HTS 4.7, RAD52 anneal inh -2.4 and Xi reactivation 0.0.
For COc1cccc(CC(=O)N2CCN(C(=O)C(=O)c3ccc(OC)c(OC)c3)CC2)c1 the results were EWS-Fli inh 0.8, FN deposition inh -9.1, S100A4 inh HTS 7.7, E-selectin induc 0.3, RAD52 anneal inh -1.7 and Xi reactivation 0.1.
For COc1ccc(OC)c(S(=O)(=O)CC(O)CS(=O)(=O)c2ccccc2)c1 (stereo not given) the results were EWS-Fli inh 8.2, RAD54 inh 3.4, esBAF inh -3.0, FN deposition inh -2.9, S100A4 inh HTS 5.1, RAD52 anneal inh -8.0 and Xi reactivation 0.0.
Screening COCC#Cc1ccc([C@H]2[C@H](CO)N3CCCCN(C(=O)Nc4cc(F)ccc4F)C[C@@H]23)cc1 returned EWS-Fli inh 7.5, RAD54 inh 3.5, esBAF inh -6.1, S100A4 inh HTS 3.9, E-selectin induc -0.1, RAD52 anneal inh -9.2 and Xi reactivation 0.0.
CC1CCCCN1CCNC(=O)c1cc2c(=O)n(C)c3ccccc3c2n1C (stereo not given) was read as EWS-Fli inh 3.3, RAD54 inh 56.7*, esBAF inh -2.5, FN deposition inh 11.5, S100A4 inh HTS -1.6, E-selectin induc 0.1, RAD52 anneal inh -2.1 and Xi reactivation 0.3.
COC(=O)CC/C(O)=C1\C(=O)CC(C)(C)CC1=NCCc1nc2ccccc2[nH]1 was read as EWS-Fli inh 18.9, RAD54 inh 6.5, esBAF inh -0.3, FN deposition inh 2.6, S100A4 inh HTS -6.6, E-selectin induc -0.1, RAD52 anneal inh -2.3 and Xi reactivation 0.2.
Screening O=C(c1ccco1)N1CCC(N2CCN(c3ccccc3)CC2)CC1 returned EWS-Fli inh 3.8, RAD54 inh 6.8, FN deposition inh 6.1, S100A4 inh HTS 5.4, E-selectin induc -0.1, RAD52 anneal inh -9.8 and Xi reactivation 0.0.
`C[C@@H]1CN([C@@H](C)CO)C(=O)Cc2cc(NC(=O)c3ccncc3)ccc2O[C@@H]1CN(C)C` gave EWS-Fli inh -1.1, RAD54 inh 3.0, esBAF inh 0.0, S100A4 inh HTS -6.5, E-selectin induc -3.1, RAD52 anneal inh -9.6 and Xi reactivation 0.8.

The last 2 records of the section before come first, to join the parts.
Screening O=C(c1ccco1)N1CCC(N2CCN(c3ccccc3)CC2)CC1 returned EWS-Fli inh 3.8, RAD54 inh 6.8, FN deposition inh 6.1, S100A4 inh HTS 5.4, E-selectin induc -0.1, RAD52 anneal inh -9.8 and Xi reactivation 0.0.
`C[C@@H]1CN([C@@H](C)CO)C(=O)Cc2cc(NC(=O)c3ccncc3)ccc2O[C@@H]1CN(C)C` gave EWS-Fli inh -1.1, RAD54 inh 3.0, esBAF inh 0.0, S100A4 inh HTS -6.5, E-selectin induc -3.1, RAD52 anneal inh -9.6 and Xi reactivation 0.8.
For COc1ccc(S(=O)(=O)Nc2ccc3c(c2)C(=O)N([C@@H](C)CO)C[C@H](C)[C@H](CN(C)Cc2ccc(C(=O)O)cc2)O3)cc1 the results were EWS-Fli inh -6.6, RAD54 inh -12.9, esBAF inh 6.0, FN deposition inh 3.9, S100A4 inh HTS 1.6, E-selectin induc 0.0, RAD52 anneal inh -6.7 and Xi reactivation -0.1.
For C[C@@H]1CCCCO[C@H](CN(C)C(=O)CCC(F)(F)F)[C@H](C)CN([C@H](C)CO)C(=O)c2cc(NC(=O)CCC(F)(F)F)ccc2O1 the results were EWS-Fli inh -3.4, RAD54 inh 2.9, esBAF inh -0.6, FN deposition inh -3.8, S100A4 inh HTS 1.5, RAD52 anneal inh 8.5 and Xi reactivation -0.1.
N#Cc1ccc(-c2ccc3c(c2)[C@@H]2[C@@H](CCN2C(=O)c2ccccc2F)[C@H](CO)N3)cc1 was read as EWS-Fli inh 3.7, RAD54 inh 2.7, esBAF inh -2.8, FN deposition inh 17.0, S100A4 inh HTS -8.0, E-selectin induc -0.5, RAD52 anneal inh 9.2 and Xi reactivation 0.0.
`CN(C(=O)c1cccc(NC(=O)Cc2ccc(NC(=O)C3CCCN(C(=O)C4CCCC4)C3)cc2)c1)C1CCC1` (stereo not given) gave EWS-Fli inh -5.3, RAD54 inh -8.3, esBAF inh -5.5, FN deposition inh -1.0, S100A4 inh HTS -0.1, E-selectin induc 2.6, RAD52 anneal inh -13.6 and Xi reactivation 0.0.
`Cc1c(C(=O)O)sc(S(=O)(=O)N2CCNCC2)c1C(=O)O` gave EWS-Fli inh -9.9, FN deposition inh 8.2, S100A4 inh HTS 0.6, RAD52 anneal inh -10.1 and Xi reactivation -0.1.
`CO[C@@H]1CN(C)C(=O)c2cc(NC(=O)Cc3ccccc3)ccc2OC[C@H](C)N(CC2CC2)C[C@@H]1C` gave EWS-Fli inh -0.3, RAD54 inh -8.2, esBAF inh 2.5, FN deposition inh -4.6, S100A4 inh HTS -1.1, E-selectin induc -0.2, RAD52 anneal inh 7.0 and Xi reactivation 0.4.
For O=C(N/N=C/c1ccc([N+](=O)[O-])cc1)c1ccc(NS(=O)(=O)c2cccs2)cc1 the results were EWS-Fli inh 10.6, RAD54 inh -16.2, esBAF inh -3.1, FN deposition inh -4.6, S100A4 inh HTS -0.1, E-selectin induc 2.0, RAD52 anneal inh -3.1 and Xi reactivation 0.2.
Screening C[C@H]1CN([C@@H](C)CO)C(=O)c2cccc(NS(=O)(=O)c3ccccc3)c2O[C@@H]1CN(C)S(=O)(=O)c1cn(C)cn1 returned EWS-Fli inh -0.8, RAD54 inh -14.8, esBAF inh 0.9, S100A4 inh HTS -14.4, E-selectin induc -0.3, RAD52 anneal inh -0.8 and Xi reactivation 0.1.
COc1ccccc1-c1ccc2c(c1)[C@@H]1[C@@H](CCN1C(=O)C1CCOCC1)[C@H](CO)N2 was read as EWS-Fli inh -1.0, RAD54 inh 3.6, esBAF inh -3.4, FN deposition inh 12.1, S100A4 inh HTS -9.9, E-selectin induc -0.1, RAD52 anneal inh 2.1 and Xi reactivation -0.1.
For CN1c2ccc(-c3ccccc3F)cc2[C@@H]2[C@@H](CCN2C(=O)CN2CCOCC2)[C@H]1CO the results were EWS-Fli inh -87.2, RAD54 inh 2.8, esBAF inh 28.4, FN deposition inh 6.1, S100A4 inh HTS -9.1, E-selectin induc -0.4, RAD52 anneal inh -31.5 and Xi reactivation 0.0.
Screening Cc1cccc(/C=N/NC(=O)c2ccc(Br)cc2)c1 returned RAD54 inh 5.7, esBAF inh 58.8*, FN deposition inh -2.1 and Xi reactivation 0.1.
For COc1ccc(NC(=O)CSc2nc3sc4c(c3c(=O)n2-c2ccc(OC)cc2)CCN(C)C4)cc1 the results were RAD54 inh 4.0, esBAF inh 14.6, FN deposition inh 0.3, S100A4 inh HTS -12.1, E-selectin induc -0.1, RAD52 anneal inh -50.9 and Xi reactivation 0.0.
`O=C(Oc1ccc(=O)n(-c2ccccc2)n1)c1ccc(F)cc1` gave EWS-Fli inh 19.9, RAD54 inh 6.4, esBAF inh -3.0, FN deposition inh -13.3, S100A4 inh HTS -3.2, RAD52 anneal inh -8.5 and Xi reactivation 0.3.
Screening COc1cc(S(=O)(=O)n2ccnc2)ccc1Br returned EWS-Fli inh -7.7, FN deposition inh 2.2, S100A4 inh HTS -0.4, RAD52 anneal inh -14.4 and Xi reactivation 0.2.
CCN(C(=O)C1CC1)C1CCS(=O)(=O)C1 (stereo not given) was read as EWS-Fli inh -1.5, RAD54 inh 4.4, esBAF inh -2.0, FN deposition inh 6.3, S100A4 inh HTS 2.1, RAD52 anneal inh -0.4 and Xi reactivation 0.3.
C[C@@H]1CCCCO[C@H](CN(C)S(=O)(=O)c2ccc(Cl)cc2)[C@H](C)CN([C@@H](C)CO)C(=O)c2cc(NC(=O)Nc3ccc(C(F)(F)F)cc3)ccc2O1 was read as EWS-Fli inh -14.0, RAD54 inh 5.9, esBAF inh 2.0, FN deposition inh -16.2, E-selectin induc 0.3 and Xi reactivation 0.2.
For C[C@H](CO)N1C[C@H](C)[C@H](CN(C)C(=O)Nc2ccc3c(c2)OCCO3)OCc2cn(nn2)CCCC1=O the results were EWS-Fli inh -13.5, RAD54 inh 2.2, esBAF inh 12.1, FN deposition inh -5.2, S100A4 inh HTS 6.0, E-selectin induc 0.0, RAD52 anneal inh 16.6 and Xi reactivation 0.5.
O=C(O)CCC(=NNC(=O)c1cccc(S(=O)(=O)N2CCCCC2)c1)c1ccccc1 was read as EWS-Fli inh -0.2, RAD54 inh -3.9, esBAF inh 3.5, FN deposition inh 8.1, S100A4 inh HTS -3.0, E-selectin induc -1.8, RAD52 anneal inh -9.7 and Xi reactivation 0.0.
Screening CCC(=O)Nc1ccc2c(c1)C(=O)N(C)[C@H]1CC[C@H](CC(=O)NCc3ccc(OC)cc3)O[C@@H]1CO2 returned EWS-Fli inh 1.5, RAD54 inh -0.5, esBAF inh -7.3, FN deposition inh 0.4, S100A4 inh HTS 5.8, E-selectin induc -0.1, RAD52 anneal inh -0.4 and Xi reactivation -0.1.
`COc1ccc(CNC(=O)C[C@@H]2CC[C@@H]3[C@H](COc4ccc(NC(=O)C5CC5)cc4C(=O)N3C)O2)cc1` gave EWS-Fli inh -0.8, RAD54 inh -2.6, esBAF inh -0.9, FN deposition inh -1.7, S100A4 inh HTS 10.8, E-selectin induc 0.0, RAD52 anneal inh 7.4 and Xi reactivation 0.2.
`Cc1ccc(S(=O)(=O)NCC[C@@H]2CC[C@@H](NC(=O)c3ccccn3)[C@@H](CO)O2)cc1` gave EWS-Fli inh 1.3, RAD54 inh -0.6, esBAF inh -1.4, S100A4 inh HTS 3.3, E-selectin induc -0.5, RAD52 anneal inh 0.8 and Xi reactivation -0.4.
Screening O=C(NCc1ccccc1)[C@H]1CCCN1C(=O)[C@H]1CCCN1C(=O)c1cc(F)cc(F)c1 returned EWS-Fli inh -12.7, FN deposition inh -0.1, S100A4 inh HTS 17.3, E-selectin induc 0.0, RAD52 anneal inh -8.4 and Xi reactivation 0.0.
For C=CCC1(CC=C)CCCN1C(=O)c1cc(COc2ccc(-n3cncn3)cc2)on1 the results were RAD54 inh -1.7, esBAF inh -8.3, S100A4 inh HTS -1.2, E-selectin induc -0.3, RAD52 anneal inh -56.8 and Xi reactivation 0.3.
